ERK EGF block = qHTS Assay for Inhibitors of the ERK Signaling Pathway using a Homogeneous Screening Assay; Stimulation with EGF; 130,000 compounds, 0.41% hits; Potency, µM (series often up to 11.5 µM), without a hit: top-dose activity change, negative = inhibition, hits mostly inhibitors; HEK293-V1b, EGF-stimulated phospho-ERK AlphaScreen; active = well fitted inhibition curve with a large enough effect; inconclusive = small, poorly fitted or top-dose-only effect, or effect the other way;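 also: plate controls were stimulated vehicle wells for no effect and unstimulated vehicle basal for full effect; nearly all actives have a fitted effect of over 55% in size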
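V1b-HEK293, 1% FBS o/n; cpd 30 min 37C; EGF 25 nM final, 5 min; lyse 10 min; AlphaScreen beads 5 h RT. Normalized DMSO basal vs EGF max; Hill AC50.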
* = called active by the depositor; ? = inconclusive; & = joins results of further samples; [ ] = remark or other dose. Potency is read from the fitted curve at half-maximal effect.

nr	canonical_smiles	ERK EGF block
1	COc1ccc(N=Cc2c(C)[nH][nH]c2=O)cc1	-1.5%
2	O=C(OC1C2CCC1C1CN(CCc3ccccc3)CC12)c1ccccc1 (stereo not drawn)	-5.8%
3	Cc1onc(-c2ccccc2)c1C(=O)c1ccccc1	0.3%[57.5 µM]
4	NC(=O)NC(=O)COC(=O)c1cccnc1Nc1ccccc1F	-0.3%[57.5 µM]
5	Cc1ccc(S(=O)(=O)NCC(=O)NCC(=O)OCC(=O)N2CC(=O)Nc3ccccc32)cc1C	3.5%
6	COc1ccccc1-c1csc(NC(=O)c2cc(-c3cccs3)nc3ccccc23)n1	-3.1%
7	CNc1ccncc1S(=O)(=O)NC	10.6%
8	COc1ccc(C2OC[C@H]3O[C@H](O)[C@H](NC(C)=O)[C@@H](O)[C@@H]3O2)cc1 (stereo partly drawn)	-0.8%[57.5 µM]
9	CC1CCCC/C1=N\NC(=S)Nc1ccccc1 (stereo not drawn)	-3.3%
10	CC(C)c1c(O)ccc2c1CCC1[C@@](C)(C=O)CCC[C@@]21C (stereo partly drawn)	19.4%
11	CCOC(=O)c1cc(-c2ccccc2)sc1NC(=O)COC(=O)c1cccc(S(N)(=O)=O)c1	-5.2%
12	Cc1ccc(Nc2nc3ccccc3[nH]2)nc1	1.3%
13	Cc1ccc2cccc(OCC(=O)N3CCc4ccccc43)c2n1	0.8%
14	CCOc1ccc(C(=O)NCCC2=CCCCC2)cc1OCC	-2.3%
15	Cc1ccc2c(c1)C(O)(CC(=O)c1cccc(-n3cccc3)c1)C(=O)N2 (stereo not drawn)	-6.4%
16	CCOC(=O)C(=CNc1ccc(Cl)cn1)C(=O)OCC	6.7%[57.5 µM]
17	COc1cccc(CNCCc2c[nH]c3ccccc23)c1OCc1ccccc1	?
18	COc1ccc(C2N=C(c3ccccc3)NC(c3ccccc3)=N2)cc1	0.3%
19	O=C(c1ccccc1)N1CCN(c2ncnc3c(-c4ccccc4)nsc23)CC1	-5.1%
20	Cn1cc(CCNCc2cn[nH]c2-c2ccc(-c3ccccc3)cc2)cn1	-0.5%[57.5 µM]
21	COc1cc(-c2nnc(CSc3nnc(N)s3)o2)cc(OC)c1OC	-3.9%
22	CN(C(=O)Cc1c[nH]c2ccccc12)C(C(=O)Nc1ccc2c(c1)OCO2)c1ccccc1 (stereo not drawn)	7.4%
23	COc1ccc(Cc2nnc(NC(=O)c3ccccc3[N+](=O)[O-])s2)cc1	-5.7%
24	CC(C)[C@H](NC(=O)c1ccco1)C(=O)OCC(=O)N1CC(=O)Nc2ccccc21	32.2%
25	Cn1c(=O)cc(SCC(=O)NCCC2=CCCCC2)c2cc(Cl)ccc21	-3.0%
26	CCCCN(C)CCCNC(=O)CC1Oc2ccccc2NC1=O (stereo not drawn)	-7.2%
27	COC(=O)Cc1ccc(NC(=S)N2CCN(c3cccc(O)c3)CC2)cc1	-5.6%
28	O=c1cc(/N=C/c2coc3cc(Br)ccc3c2=O)[nH]c(=S)[nH]1	-6.8%[57.5 µM]
29	O=C(CSc1nc2cc(Cl)ccc2s1)NC1CCCc2ccccc21 (stereo not drawn)	-3.7%
30	COC(=O)Nc1nnc(/C=C/c2ccccc2)s1	1.2%
31	Nc1nc(N2CCN(C(=O)c3ccco3)CC2)nc2ccccc12	9.7%
32	CC(C)C(=O)NC(NC(=S)Nc1ccc(S(N)(=O)=O)cc1)C(Cl)(Cl)Cl (stereo not drawn)	-2.5%
33	CC(C(=O)N1CCN=C1c1ccccc1)N1C(=O)c2ccccc2C1=O (stereo not drawn)	-10.4%[57.5 µM]
34	O=C(O)[C@H]1CCCC[C@H]1C(=O)Nc1cc([N+](=O)[O-])ccc1F	14.9%
35	O=C(CNS(=O)(=O)c1ccccc1)NCC(=O)OCc1ccc(Cl)cc1	5.0%[57.5 µM]
36	O=C(CCn1nc(-c2ccccc2)c2ccccc2c1=O)Nc1cccnc1	2.5%
37	CN(C)S(=O)(=O)N1CCC(CO)(Cc2cccc(C(F)(F)F)c2)CC1	-6.5%
38	O/N=C/c1cn(-c2ccc(Cl)cc2)nn1	-0.1%
39	COc1cc(C=C2C(=O)OC(C)(C)OC2=O)ccc1OCC(=O)Nc1ccccc1	-1.5%
40	CN(C)CCOC(c1ccc(Cl)cc1)c1ccccn1 (stereo not drawn)	18.0%&1.1%
41	O=C(Nc1ccc(Cl)cc1)c1ccc(Br)cc1F	-16.0%
42	COc1ccc2oc(=O)c(C(=O)NCc3ccccn3)cc2c1	15.4%
43	O=c1[nH]c2ccc(NC(=S)Nc3ccc(F)cc3)cc2[nH]1	-4.0%[57.5 µM]
44	C=CCNC(=O)Nc1ccc2nc(C)sc2c1	-6.9%
45	Cn1cc(S(=O)(=O)N2CCCC(C(=O)O)C2)cn1 (stereo not drawn)	-5.0%
46	CCCCn1ccnc1C(=O)c1ccc(S(=O)(=O)N2CCCC2)cc1	-5.6%[57.5 µM]
47	COCC(=O)Nc1cc(Cl)ccc1C	-4.1%
48	O=C(COC(=O)c1cc(S(=O)(=O)NCc2ccccc2)ccc1O)c1cc2ccccc2o1	?
49	O=C(N/N=C/c1cccs1)c1cccc2cc[nH]c12	?
50	COc1ccc(Cc2nnc(Nc3c(C)cccc3C)o2)cc1OC	-24.7%[57.5 µM]
51	O=S(=O)(NC1CC1)c1ccc(S(=O)(=O)N(Cc2ccccn2)C2CC2)cc1	3.6%[57.5 µM]
52	COc1ccc2nc(NNC(=O)COc3ccccc3)sc2c1	-14.4%
53	CCCCCC(=O)NNC(=O)Nc1ccccc1	-7.9%
54	O=C(O)C(Cc1cc(Cl)ccc1Cl)Sc1nc2ccccc2[nH]1 (stereo not drawn)	6.2%[57.5 µM]
55	C=CCn1c(COc2cc(C)ccc2C(C)C)nnc1SCC(=O)c1c(N)n(C)c(=O)n(C)c1=O	-9.1%
56	CCN(CC)C(=O)c1ccccc1NC(=O)CN1C(=O)c2ccccc2C1=O	-11.1%
57	CSc1nc2ncnc(N)c2[nH]1	-17.1%[57.5 µM]
58	CCCn1c(N/N=C(C)\C=C\c2ccccc2)nc2c1c(=O)[nH]c(=O)n2C	-0.4%
59	Cc1c(Cl)cccc1NC(=O)CCCn1nc([N+](=O)[O-])cc1C	-11.9%
60	CCn1cc(C(=O)NCC2CCCO2)c(=O)c2cc(S(=O)(=O)N(C)C3CCCCC3)ccc21 (stereo not drawn)	0.4%

A draw from above in order of length of the SMILES, ascending.
nr	canonical_smiles	ERK EGF block
45	Cn1cc(S(=O)(=O)N2CCCC(C(=O)O)C2)cn1 (stereo not drawn)	-5.0%
35	O=C(CNS(=O)(=O)c1ccccc1)NCC(=O)OCc1ccc(Cl)cc1	5.0%[57.5 µM]
32	CC(C)C(=O)NC(NC(=S)Nc1ccc(S(N)(=O)=O)cc1)C(Cl)(Cl)Cl (stereo not drawn)	-2.5%

Further structures:
nr	canonical_smiles	ERK EGF block
61	O=C(CCOc1ccccc1)Nc1ccccc1[N+](=O)[O-]	0.2%
62	Cn1cccc1/C=C1/SC(=S)N(CC(=O)O)C1=O	11.0%
63	CCOC(=O)c1sc(NC(=O)CCN2CCN(CC)CC2)c(C(=O)OCC)c1C	2.4%
64	CCS(=O)(=O)N1N=C(c2ccc(NS(C)(=O)=O)cc2)CC1c1ccccc1 (stereo not drawn)	-0.9%
65	COc1ccc(C2=NC(CO)(CO)CO2)cc1	0.9%
66	Nc1c(C(=O)N2CCOCC2)sc2nc(N3CCOCC3)c3c(c12)CCCC3	15.1%[57.5 µM]
67	Cc1c(CNC2CCCC2)c(C(=O)O)c(C)n1Cc1ccccc1	-0.9%
68	CC(=O)c1ccc(N2Cc3ccccc3/C2=N\C(=O)Nc2ccc(Cl)cc2)cc1	-7.3%
69	CC(C)c1cc(=O)n2[nH]c(N)nc2n1	-2.2%
70	C=CC[n+]1c(-c2ccc(Cl)cc2Cl)csc1Nc1ccc(NC(C)=O)cc1	2.5%
71	CCCCN1C(=O)C(O)(CC(=O)c2ccco2)c2cc(Br)ccc21 (stereo not drawn)	-3.8%
72	CCC1Sc2ccccc2N(CC(=O)NC2CC2)C1=O (stereo not drawn)	1.0%
73	Cc1ccnc(NC(=O)CN2C(=O)c3ccccc3C2=O)c1	13.9%
74	Cc1cc(C=O)c(C)n1-c1cc(C(=O)O)cc(C(=O)O)c1	-12.8%
75	O=C(COC(=O)Cc1ccc(Cl)cc1)Nc1c(F)cccc1F	-3.8%
76	CC(C)(C)NCC(O)COc1nsnc1N1CCOCC1 (stereo not drawn)	7.5%
77	O=S(=O)(NC1=NCCC1)c1cccc(NC(=S)NCCc2ccccc2)c1	-4.8%
78	CC(=O)Nc1ccc(NC(=O)/C=C/c2cccc(C(F)(F)F)c2)cc1	6.7%
79	CCN1C(=O)/C(=C/C=C2/Sc3ccccc3N2CCO)SC1=S	?
80	O=C(O)COn1c(-c2ccccc2)nc2ccc([N+](=O)[O-])cc21	-11.6%
81	CCOc1ccccc1N1CCN(CC(=O)NC(=O)NCc2ccco2)CC1	-3.7%
82	C=CCc1cc(Cl)ccc1OC(=O)Nc1cccc(Cl)c1	4.0%[57.5 µM]
83	C/C(O)=C(/C=Nc1ccccc1)C(=O)Nc1ccccc1	-7.4%
84	Cc1c(Cl)cccc1N=C(N)N=C(N)N	11.2%
85	O=C(O)c1cn(Cc2ccccc2)c2ccccc2c1=O	2.6%
86	O=C(O)CC(SCc1ccc(C(=O)O)o1)C(=O)O (stereo not drawn)	0.9%
87	O=C(NN1C(=O)c2ccccc2NC1c1cccnc1)c1ccccc1 (stereo not drawn)	1.0%
88	CCn1c(NC(=O)c2ccccc2)nc2ccccc21	-8.7%[57.5 µM]
89	CN(C)C(=O)Cn1c(SCC(=O)NC2CCCCC2)nc2ccccc21	0.2%
90	C=CCNC(=O)C(C(=O)OCC)C1CCCCC1 (stereo not drawn)	3.3%

Taken from above:
Result for CC1CCCC/C1=N\NC(=S)Nc1ccccc1 (stereo not drawn) in ERK EGF block: -3.3%
Result for O=c1cc(/N=C/c2coc3cc(Br)ccc3c2=O)[nH]c(=S)[nH]1 in ERK EGF block: -6.8%[57.5 µM]
Result for C/C(O)=C(/C=Nc1ccccc1)C(=O)Nc1ccccc1 in ERK EGF block: -7.4%
Result for Cc1ccc2c(c1)C(O)(CC(=O)c1cccc(-n3cccc3)c1)C(=O)N2 (stereo not drawn) in ERK EGF block: -6.4%

Next section:
nr	canonical_smiles	ERK EGF block
91	CC1(C)CCc2cc(-c3ccnc(=S)[nH]3)ccc2O1	-7.5%[57.5 µM]
92	CC(=O)NS(=O)(=O)c1ccc(NC(=O)C2c3ccccc3Oc3ccccc32)cc1	-0.8%
93	O=C(NN=C1CCCC1)c1ccn[nH]1	1.1%
94	COC(=O)NCC(c1cccnc1)N1CCN(c2ccccc2F)CC1 (stereo not drawn)	30.8%
95	COc1cc(OC)cc(C(=O)NNc2nc3cc4c(cc3s2)OCO4)c1	0.3%
96	Cc1nc(CNS(=O)(=O)c2cc(F)ccc2F)cs1	3.3%
97	Cn1c(SCC(=O)c2c(N)n(C)c(=O)n(C)c2=O)nnc1-c1ccc(F)cc1	3.4%
98	Cc1ccc(Nc2nc3c(c(=O)[nH]c(=O)n3C)n2Cc2ccc(F)cc2)cc1	12.4%
99	COc1ccc(C(=O)Nc2ccc(N3CCOCC3)cc2)cc1S(=O)(=O)NC1CCCC1	-1.5%
100	CC(C)Cc1nnc(NC(=O)c2cc(-c3ccncc3)nc3ccccc23)s1	-1.0%[57.5 µM]
101	Cc1ccc(CC(=O)Nc2nncs2)cc1	-0.7%
102	CNS(=O)(=O)c1ccc(NCC2COc3ccccc3O2)c([N+](=O)[O-])c1 (stereo not drawn)	1.7%
103	CC1CCN(CC[C@H]2CCCN2S(=O)(=O)c2cccc(O)c2)CC1	-1.3%&-2.8%
104	C/C(=N\Nc1nc2ccccc2[nH]1)c1ccc(C)o1	-3.4%
105	COc1ccc2no[n+]([O-])c2c1	-7.1%[57.5 µM]
106	CC1=C/C(=N\NC(=O)c2ccccc2)CC1	0.3%
107	COc1ccc(-n2c(Cc3cccn3C)nnc2SCC(=O)Nc2nc(C)cs2)cc1	-2.4%
108	COc1ccc(NC(=O)c2ccc(Br)o2)cc1	6.1%
109	Cc1ccc(C(=O)NNC(=O)CSc2n[nH]c(-c3cccnc3)n2)cc1	0.5%
110	Cc1ccc(N(CCC(=O)O)S(=O)(=O)c2ccccc2)cc1	-5.3%
111	O=C(CN1CCCCCC1)N1c2ccccc2Sc2ccc(C(F)(F)F)cc21	-1.7%
112	Cc1cc(Cl)ccc1NC(=S)NCc1ccccc1Cl	8.0%
113	COCC(=O)N1CCC2(CCCN(Cc3ccccc3OC)C2)CC1	-10.6%
114	COC(=O)c1cccc(NC(=O)c2ccco2)c1	2.4%
115	CCc1ccccc1Nc1cc(C(=O)NCc2ccccn2)c2ccccc2n1	-2.8%
116	CC(Oc1ccc(Br)cc1Br)C(=O)NC1CCCC1 (stereo not drawn)	-1.6%
117	COc1ccc(S(=O)(=O)N2CCC(N3CCN(c4ccccc4OC)CC3)CC2)cc1	1.5%[57.5 µM]
118	C=CCN=c1scc(-c2ccco2)n1/N=C/c1ccc(O)c(O)c1O	3.4%[57.5 µM]
119	O=C1CCC=C1C(O)CCc1ccccc1 (stereo not drawn)	-7.5%
120	Cn1cnc([N+](=O)[O-])c1Sc1ncnc2nc[nH]c12	9.2%
121	O=C(Nc1nnc(-c2ccc(Cl)s2)o1)C1CC1	-5.2%
122	COc1ccc(/C=C2\SC(=O)N(CCn3cnnn3)C2=O)cc1	2.4%
123	Fc1ccc(F)c(NC(=S)NCCc2ccccc2)c1	-1.2%
124	CC1=NN(C(=O)CSCc2ccccc2)C(O)(c2ccc(F)cc2)C1 (stereo not drawn)	-6.5%
125	N/C(=N\OC(=O)CCCOc1ccccc1)c1ccncc1	-2.2%
126	O=C(/C=C/c1cccnc1)c1cc(F)ccc1O	4.5%[57.5 µM]
127	CC(C)c1ccc(C(C(=O)NC2CCCCC2)N(C(=O)c2ccccn2)c2cccnc2)cc1 (stereo not drawn)	5.1%
128	CCc1c(C)sc(NC(=S)N2CCN(S(C)(=O)=O)CC2)c1C(=O)OC	28.2µM*
129	CC(C)(C)NCC(O)(c1ccc(Cl)cc1)c1ccc(Cl)cc1	-1.0%

The list is partial; count on the stated rates, not on these rows.
